# From PubChem
# D2 ag: agonists of human D2 dopamine receptor. HEK293 T-REx D2 cells, calcium flux agonist mode. activation, % at 2 µM. 340,000 compounds, 0.53% hits;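 active = activation over 3 SD above normal in the single-dose calcium agonist read, cut at about 30% in these data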; also: 0% is about no effect
# Target sequence (P14416 whole entry, looked up): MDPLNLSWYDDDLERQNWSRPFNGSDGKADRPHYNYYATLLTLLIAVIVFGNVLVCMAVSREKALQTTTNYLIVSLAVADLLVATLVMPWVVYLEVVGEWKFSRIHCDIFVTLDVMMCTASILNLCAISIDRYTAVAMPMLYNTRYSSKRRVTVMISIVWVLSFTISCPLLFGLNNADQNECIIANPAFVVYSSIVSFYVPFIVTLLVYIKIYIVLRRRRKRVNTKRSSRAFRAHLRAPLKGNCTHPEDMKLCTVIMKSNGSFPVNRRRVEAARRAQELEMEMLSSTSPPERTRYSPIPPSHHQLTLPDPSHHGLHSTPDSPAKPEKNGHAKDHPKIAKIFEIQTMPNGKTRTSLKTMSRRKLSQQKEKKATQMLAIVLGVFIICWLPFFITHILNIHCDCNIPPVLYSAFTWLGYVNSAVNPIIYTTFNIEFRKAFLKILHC
#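 Tetracycline-induced HEK293 T-REx cells with force-coupled D2 receptor, plated overnight at 30 C, loaded with no-wash calcium dye. After a 10 s baseline, compound was pin-added and calcium flux read kinetically for 180 s; calcium rises flagged agonists.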
# Pin1 inh: inhibitors of human Pin1; Q13526; Potency, µM (top dose mostly 115 µM), inactives show at the top dose activity, negative = inhibition, actives largely listed as inhibitors; Pin1 FP peptide displacement, HiFluor488, 10 min; 390,000 compounds, 0.009% hits; active = well fitted inhibition curve with a large enough effect in the polarisation, with a control signal flat, not every such curve was filed as active; inconclusive = small, poorly fitted or top-dose-only effect, or effect the other way, or a change in a side signal; inactive = no such curve, though single readings can be large or run the other way; the % refers to the polarisation; also: potency is read from the fitted curve at half-maximal effect; % is scaled to controls: 0 for no effect and ±100 for the full control effect
# Target sequence (Q13526 whole entry, looked up): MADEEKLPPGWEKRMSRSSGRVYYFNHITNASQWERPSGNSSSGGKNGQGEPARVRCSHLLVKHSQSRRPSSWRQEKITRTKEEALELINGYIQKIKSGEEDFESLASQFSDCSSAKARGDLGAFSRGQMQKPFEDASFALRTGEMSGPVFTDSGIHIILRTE
# TrxR1 inh: inhibitors of rat thioredoxin reductase 1. 390,000 compounds, 1% hits. Potency, µM (doses to about 114 µM), without a hit: at the highest dose activity change, negative = inhibition, hits mostly inhibitors. AID 588453. recombinant rTrxR1, NADPH fluorescence consumption, selenite substrate. O89049; also: potency is read from the fitted curve at half-maximal effect; % is scaled to controls: 0 for no effect and ±100 for the full control effect; nearly all actives have a fitted effect of over 65% in size
#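 Rat TrxR1 (90 nM in the dispensed reagent) was pre-reduced with 400 uM NADPH for 5 min at room temperature, then incubated with compound for 15 min. After 400 uM selenite was added, NADPH fluorescence (Ex 340/Em 450 nm) was followed for 8 min.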
# mIDH1 inhibitor: human IDH1 R132H inhibition; Potency, µM (titrated, usually from 76.6 µM), for inactives: at the top dose activity change, negative = inhibition, usual class: inhibitors; 390,000 compounds, 0.093% hits; IDH1-R132H enzyme, NADPH consumption, diaphorase/resazurin fluorescence; O75874; also: potency is read from the fitted curve at half-maximal effect; % is scaled to controls: 0 for no effect and ±100 for the full control effect; nearly all actives have a fitted effect of over 65% in size
#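 IDH1-R132H (0.5 ug/mL) preincubated 30 min with compound, then NADPH (0.016 mM) and alpha-KG (2 mM) added; 80 min at RT, pH 7.5. Remaining NADPH coupled via diaphorase/resazurin to fluorescence (540/590 nm); concentration-response curves normalized to no-enzyme control.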
# TRHR agonist: TRH receptor (human) agonism; P34981; activation, % at 2 µM; AID 493084; TRHR cells, calcium flux fluo-8, FDSS agonist mode; 360,000 compounds, 0.18% hits; in the data active = activation above about 30%; also: 0% is about no effect
# Target sequence (P34981 whole entry, looked up): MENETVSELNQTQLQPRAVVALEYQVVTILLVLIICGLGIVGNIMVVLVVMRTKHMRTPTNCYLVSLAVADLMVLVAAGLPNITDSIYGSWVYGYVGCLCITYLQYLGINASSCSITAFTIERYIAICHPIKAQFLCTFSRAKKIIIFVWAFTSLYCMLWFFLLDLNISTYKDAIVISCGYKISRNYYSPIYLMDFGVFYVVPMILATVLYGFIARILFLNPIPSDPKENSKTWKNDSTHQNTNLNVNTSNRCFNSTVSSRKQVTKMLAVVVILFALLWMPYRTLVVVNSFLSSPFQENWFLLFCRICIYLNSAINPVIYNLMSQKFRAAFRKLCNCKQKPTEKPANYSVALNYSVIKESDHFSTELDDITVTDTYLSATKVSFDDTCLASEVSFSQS
#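 TRHR-expressing cells loaded with fluo-8 calcium dye; 23 nL library compound pin-transferred, kinetic FDSS fluorescence (Ex 480/Em 530) recorded about 180 s for agonist-induced calcium release, before a 10 nM TRH EC20 addition for potentiator mode.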
# D2 antagonist: antagonists of human D2 dopamine receptor. P14416. HEK293 TREx D2 cells, calcium flux, dopamine EC80. inhibition, % at 10 µM. 340,000 compounds, 2% hits. AID 485344; in the data active = inhibition above about 30%; also: 0% is about no effect
#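 HEK293 T-REx D2 cells, tet-induced, calcium dye no-wash. Cpd pintool add, 180 s kinetic, then EC80 DA, 180 s kinetic. Ca flux read.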
# USP1-UAF1 inh: inhibitors of human USP1/UAF1 deubiquitinase; Potency, µM (top dose mostly 57.1 µM), inactives show at the top dose activity change, negative = inhibition, hits mostly inhibitors; recombinant USP1/UAF1, Ub-Rhodamine cleavage fluorescence; O94782; 390,000 compounds, 0.23% hits; AID 743255; also: potency is read from the fitted curve at half-maximal effect; % is scaled to controls: 0 for no effect and ±100 for the full control effect; nearly all actives have a fitted effect of over 60% in size; inactives centre near -12
#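 Step one: compound is pinned into 1nM USP1/UAF1 in HEPES pH 7.8 buffer with TCEP. Step two: 15 min room-temperature incubation. Step three: Ub-Rho (150nM final) starts cleavage, tracked by fluorescence over six one-minute reads.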
# TrxR1 substrate: is turned over as a substrate by rat TrxR1; O89049; purified TrxR1 substrate turnover, NADPH consumption readout; Potency, µM (titrated, usually from 114 µM), without a hit: at the top dose activity change, negative = substrate turnover; 390,000 compounds, 0.01% hits; AID 588456; also: potency is read from the fitted curve at half-maximal effect; % is scaled to controls: 0 for no effect and ±100 for the full control effect; nearly all actives have a fitted effect of over 50% in size
#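 Rat TrxR1, dispensed at 90 nM, was prereduced with 400 uM NADPH (final) for 5 min at ~22 deg C, then incubated with compound 15 min before 400 uM selenite. A first-read NADPH fluorescence drop versus no-compound background flagged substrates.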
# TRHR enhancer: allosteric enhancers of human TRH receptor. P34981. TRHR cells, fluo-8 calcium fluorescence, EC20 TRH enhancement. enhancement, % at 2 µM. 360,000 compounds, 0.66% hits; in the data active = enhancement above about 30%; also: 0% is about no effect
#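 TRHR-expressing cells loaded with fluo-8 calcium dye were read kinetically (ex 480/em 530) during compound addition, then stimulated with an EC20 of TRH (10 nM final). Enhancement of the Gq-mediated intracellular calcium response was scored.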
# * = called active by the depositor; ? = inconclusive; / = no result given; [ ] = remark or other dose. Unless noted, calls follow the shape of the dose curve; as a rule, active = well fitted inhibition curve with a large enough effect; inconclusive = small, poorly fitted or top-dose-only effect; inactive = no such curve, though single readings can be large or run the other way. Only part of the results is shown; count on the stated rates, not on these rows.
SMILES,D2 ag,Pin1 inh,TrxR1 inh,mIDH1 inhibitor,TRHR agonist,D2 antagonist,USP1-UAF1 inh,TrxR1 substrate,TRHR enhancer
C#CCOCCOCCOCCNc1nc(N2CCN(C(=O)Cn3cc(CC(C)O)nn3)CC2)nc(N2CCN(C(=O)[C@H](C)n3cc(CCC(=O)O)nn3)CC2)n1 (some centres not stated),/,1%,-6%,-1%[38.3 µM],/,/,-24%,-2%,/
CC(C)Sc1nc(SCC(=O)O)c2c3c(sc2n1)COC(C)(C)C3,-0.3,0%,8%,12%,-0.6,-6,-6%,15%,7
CCN(CC)c1ccc(C=Nc2cccc(S(=O)(=O)N3CCOCC3)c2)c(O)c1,/,-1%,-6%,10%,/,/,-17%,-14%,/
CN1C(C(=O)NCc2ccco2)=CC(c2ccc(F)cc2)=NS1(=O)=O,-0.2,1%,30%,3%,-0.9,13,-10%,-1%,10
CN(C(=O)COC(=O)/C=C/c1cn(-c2ccccc2)nc1-c1ccc2c(c1)OCCO2)C1CCS(=O)(=O)C1 (configuration not stated),2.0,15%,59%[activator][57.1 µM],7%,0.4,6,-8%,64%,-8
CCCOc1ccc(-c2nc(=S)[nH][nH]2)cc1,-0.6,-3%,-1%[57.1 µM],7%,-0.9,10,-3%,7%[57.1 µM],0
CCN(CC)CCN1C(=O)C(=O)/C(=C(/O)c2ccc(F)cc2)C1c1cccnc1 (configuration not stated),-0.4,-2%,-22%,3%,-0.6,-11,-21%,-8%,-2
N#C/C(=C\c1ccccc1)c1nc2ncccc2[nH]1,-0.3,-2%,-19%[57.1 µM],-1%,3.0,0,-3%,-3%[57.1 µM],-2
Cc1cc(C)n2nc(SCC(=O)N3CCN(c4ccccc4)CC3)nc2n1,/,-11%,3%[11.4 µM],7%,/,/,-14%,6%[11.4 µM],/
COC(=O)c1cc(C(=O)OCC(=O)N2CCCCC2)cc([N+](=O)[O-])c1,/,5%,-2%[2.29 µM],-2%,/,/,-4%,-3%[2.29 µM],/

# The list goes on; it opens with the 3 that closed the last part.
SMILES,D2 ag,Pin1 inh,TrxR1 inh,mIDH1 inhibitor,TRHR agonist,D2 antagonist,USP1-UAF1 inh,TrxR1 substrate,TRHR enhancer
N#C/C(=C\c1ccccc1)c1nc2ncccc2[nH]1,-0.3,-2%,-19%[57.1 µM],-1%,3.0,0,-3%,-3%[57.1 µM],-2
Cc1cc(C)n2nc(SCC(=O)N3CCN(c4ccccc4)CC3)nc2n1,/,-11%,3%[11.4 µM],7%,/,/,-14%,6%[11.4 µM],/
COC(=O)c1cc(C(=O)OCC(=O)N2CCCCC2)cc([N+](=O)[O-])c1,/,5%,-2%[2.29 µM],-2%,/,/,-4%,-3%[2.29 µM],/
COc1ccc2[nH]c3c(c2c1)CCN1C(=O)C(CC(=O)NCCCn2ccnc2)C[C@H](C(=O)N2CCOCC2)[C@@]31C (some centres not stated),/,2%,5%,8%,/,/,-17%,-3%,/
COc1ccc(C/C(C)=N/Nc2nc(C)cc(=O)[nH]2)cc1,/,-4%,22%,-4%,0.1,/,-12%,7%,-4
CCN(CC)S(=O)(=O)c1ccc(NC(=O)c2cc(C(=O)OC)cc([N+](=O)[O-])c2)cc1,46*,3%,-7%,-15%,-0.3,0,-15%,-9%,-3
COc1cccc(NC(=O)Cn2c(=O)n(-c3ccccc3)c(=O)c3oc4ccccc4c32)c1,4.9,-1%,33%,4%,0.8,-13,-7%,15%,-4
Cc1cc(N2CCOCC2)nc(-c2ccc([N+](=O)[O-])cc2)n1,-0.7,-6%,10%,1%,-0.2,7,-17%,-1%,0
NC(=O)CN1C(=O)C(=O)N(Cc2cccc(Cl)c2)C1=O,-0.2,-2%,8%,-10%,-1.9,2,-8%,2%,6
CCN1C(=Nc2ccc(Cl)cc2)SC/C1=C\C(=O)OC,-0.4,-1%,1%,6%,-0.3,-8,-17%,7%,-7
COc1ccc(N2CCN(C(CNC(=O)COc3ccccc3)c3ccco3)CC2)cc1 (configuration not stated),-0.1,-3%,8%,6%,-0.2,-11,-24%,-3%,8
NC(=O)C1CCN(C(=O)c2cc3n(n2)C(C(F)(F)F)CC(c2ccco2)N3)CC1 (configuration not stated),1.1,-3%,19%[57.1 µM],-2%,-0.1,-6,-23%,8%[57.1 µM],4
O=C(NCCN1CCOCC1)/C(=C\c1ccccc1F)NC(=O)c1ccccc1,1.2,-1%,18%[57.1 µM],14%,0.7,10,-6%,2%[57.1 µM],1
CCN(CC)C(=O)c1ccc2c(c1)N(Cc1ccc(C(F)(F)F)cc1)C(=O)c1ccccc1S2,0.5,-2%,13%,-20%,0.8,/,-32%,-9%,-9
Cc1c(Cl)c([N+](=O)[O-])nn1CCCC(=O)Nc1cc(Cl)ccc1Cl,-1.1,6%,6%,4%,0.0,-7,-14%,-7%,-1
Cn1c(=O)n(C)c2cc(/C=N/NC(N)=S)ccc21,0.1,3%,20%[57.1 µM],3%,0.7,3,3%,6%[57.1 µM],1
COc1ccc(CNC(=O)Cn2cncn2)cc1OC,3.6,-9%,1%[57.1 µM],-6%,0.4,2,8%,-7%,7
C/C(=N/NC(=O)Cn1nc2ccccc2n1)c1ccc(F)cc1,0.1,-10%,5%,4%,0.0,-6,-19%,4%,-3
COc1ccc(C(CNC(=O)c2cc(C)on2)N(C)C)cc1 (configuration not stated),-0.1,13%,3%[57.1 µM],-3%,0.6,-9,0%,6%[57.1 µM],1
O=C(Nc1ccc(F)c(F)c1)c1cc(S(=O)(=O)NCc2ccc3c(c2)OCO3)ccc1F,-1.2,-2%,10%[57.1 µM],11%,0.1,/,-19%,-1%[57.1 µM],-7
CCNC(=O)N(C(=O)NCC)n1c(C)nnc1C,1.0,?,13%,4%,0.3,6,-22%,10%,1
CCOc1ccc(NC(C)c2cc(Cl)ccc2O)cc1 (configuration not stated),-3.2,-7%,-1%[57.1 µM],13%,0.2,6,-22%,-10%[57.1 µM],-1
COc1cc2cc(CN(Cc3cccs3)C(=S)Nc3cccc(C)c3)c(=O)[nH]c2cc1OC,-1.0,/,/,/,-0.2,-14,/,/,0
C/C(=N\NC(=O)Cc1ccccc1)c1cccnc1,0.0,-2%,9%,-6%,0.9,14,-8%,0%,-1
O=c1c(N2CCc3ccccc3C2)csc2ccc(F)cc12,-0.3,1%,1%[57.1 µM],/,1.2,/,6%,-2%[57.1 µM],3
O=Cc1cccc(Oc2ncccn2)c1,0.4,0%,16%,-9%,0.3,-8,-16%,-2%,1
CC1=CC=CC2=NC(=O)CC(C)(C(=O)N(CC(=O)NC(C)C)C3CCCC3)N12 (configuration not stated),0.8,0%,-24%,3%,-0.1,-6,-9%,215%[activator],-3
CC(=O)Nc1ccc(NC(=O)CC(C)n2ccnc2)cc1 (configuration not stated),0.7,0%,0%,2%,0.4,-3,-3%,-10%,0
CN(C)C(=O)CN1CCN(Cc2nc(CC3CC3)no2)CC1,0.5,-2%,8%,26%,0.1,9,-5%,2%,8
CC(=O)Nc1ccc(NC(=O)CCCSc2nc3ccccc3[nH]2)cc1,-0.1,2%,16%,10%,0.0,-4,-6%,2%,7
COc1ccc(CNC(=O)CC2C[C@H](C(=O)N3CCOCC3)[C@@]3(CCC4CCCC4)c4[nH]c5ccccc5c4CCN3C2=O)cc1OC (some centres not stated),/,0%,14%,?,/,/,-14%,-6%,/
Clc1cccc(OCc2nnc(-c3ccccc3Br)o2)c1,0.5,1%,-11%,25%,0.4,9,2%,-6%,-1
COc1ccc2[nH]c(=O)c(CN(C(=O)c3ccccn3)c3ccccc3)cc2c1,-0.8,-7%,19%[57.1 µM],-1%,-0.1,4,-9%,17%[57.1 µM],-5
COc1ccc(-n2cnnc2SCC(=O)Nc2cccc(S(N)(=O)=O)c2)cc1,0.0,7%,12%,10%,0.3,4,-19%,4%,17
CC(=O)Nc1ccc(N(C(=O)c2cnccn2)C(C(=O)NC2CCCCC2)c2ccc(O)cc2)cc1 (configuration not stated),0.8,1%,7.1µM*,0%,0.4,13,3%,12%[57.1 µM],9
CC(NC(=O)c1ccc(Cl)c(Cl)c1)c1ccc(-c2ccccc2)cc1 (configuration not stated),1.8,3%,12%[2.29 µM],-7%,0.8,-6,-28%,1%[57.1 µM],-4
COCc1cc(C)n(CC(=O)NCC2CCCO2)c(=O)c1C#N (configuration not stated),0.3,-6%,1%,5%,0.2,7,-19%,40%[activator],5
O=C(CNC(=O)c1ccc(Br)cc1)c1ccccc1,-2.2,11%,10%,-6%,-0.9,-22,-14%,-4%,4
O=C1CSC(=S)N1/N=C/c1cccnc1,0.5,-3%,?,-3%,0.2,-10,-18%,1%[57.1 µM],-7
O=C(NCCOc1ccc(Cl)cc1)c1cccc(S(=O)(=O)N2CCCC2)c1,-0.5,?,-10%,-16%,-1.3,-13,-10%,-17%,-6

# Exported with each value named: part of the list above.
COc1ccc(C/C(C)=N/Nc2nc(C)cc(=O)[nH]2)cc1
- D2 ag = /
- Pin1 inh = -4%
- TrxR1 inh = 22%
- mIDH1 inhibitor = -4%
- TRHR agonist = 0.1
- D2 antagonist = /
- USP1-UAF1 inh = -12%
- TrxR1 substrate = 7%
- TRHR enhancer = -4

CCN(CC)S(=O)(=O)c1ccc(NC(=O)c2cc(C(=O)OC)cc([N+](=O)[O-])c2)cc1
- D2 ag = 46*
- Pin1 inh = 3%
- TrxR1 inh = -7%
- mIDH1 inhibitor = -15%
- TRHR agonist = -0.3
- D2 antagonist = 0
- USP1-UAF1 inh = -15%
- TrxR1 substrate = -9%
- TRHR enhancer = -3
